GlmU inhibition – inhibition of mycobacterial GlmU enzyme – biochemical, glucosamine-1-phosphate acetyltransferase (AID 1376); M. tuberculosis GlmU acetyltransferase enzyme assay; higher % means a stronger effect; one-dose inhibition, %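 (tested at 30 µM in the primary screen)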; IC50 in µM for titrated hits; actives 0.25% (n = 220,000); in the data active = inhibition above about 13%;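 also: 0% = complete reaction with vehicle and 100% = reaction without substrate; strong numbers were not always called active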
RmlCD inh 1536 – M. tuberculosis RmlC/RmlD coupled enzyme inhibitors, primary screen, biochemical, compound mixtures, 384-well, from 1536-well plates | dTDP-4-dehydrorhamnose reductase (Mycobacterium tuberculosis (strain ATCC 25618 / H37Rv)) … | RmlC+RmlD coupled enzyme assay, percent inhibition; primary screen in compound mixtures | inhibition, % at 3.6 µM | actives 0.03% (n = 160,000) | AID 1533, 2009; in the data active = inhibition mostly above about 34%, no sharp cut-off; also: some results filed as inactive read as strong as hits
Target sequence (P9WH09 whole entry, looked up): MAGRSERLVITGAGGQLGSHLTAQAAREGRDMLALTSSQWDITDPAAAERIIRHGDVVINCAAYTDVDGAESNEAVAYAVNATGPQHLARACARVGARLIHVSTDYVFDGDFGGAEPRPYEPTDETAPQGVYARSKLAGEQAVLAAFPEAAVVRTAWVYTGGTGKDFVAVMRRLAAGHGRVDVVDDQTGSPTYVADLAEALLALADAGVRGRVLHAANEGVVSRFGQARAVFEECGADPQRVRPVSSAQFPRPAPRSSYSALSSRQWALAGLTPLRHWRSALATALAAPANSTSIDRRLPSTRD
Target sequence (P9WH11 whole entry, looked up): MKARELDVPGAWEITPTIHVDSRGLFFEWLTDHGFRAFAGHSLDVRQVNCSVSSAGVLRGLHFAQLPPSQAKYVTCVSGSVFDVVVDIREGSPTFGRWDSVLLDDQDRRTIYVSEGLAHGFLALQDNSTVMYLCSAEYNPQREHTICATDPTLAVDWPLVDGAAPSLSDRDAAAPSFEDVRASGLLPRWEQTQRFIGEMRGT
* hit, by the source's call; nt = not tested or not shown; & = joins results of further samples. Some of the compounds tested. The share of hits here may be higher or lower than overall.

# | SMILES | GlmU inhibition | RmlCD inh 1536
1 | Cc1cc(C)cc(C(=O)O/N=C(\N)c2ccc(Br)cc2)c1 | 0.6% | nt
2 | O=C(Cn1c(=O)n(CC2CCCO2)c(=O)c2ccccc21)N1CCN(c2ccccc2)CC1 (stereo unspecified) | -0.4% | 6.6
3 | O=[N+]([O-])c1cccc(CSc2nc3ccccc3[nH]2)c1 | 2.1% | 31.8
4 | S=c1[nH]nc(-c2cccs2)n1/N=C/c1cccs1 | 8.9% | -1.5
5 | O=C1CC(c2ccccc2)CN1C(=O)c1ccccc1 (stereo unspecified) | 1.4% | -22.0
6 | CCCCC1CC1C(=O)Nc1ccc(OC)c(OC)c1 (stereo unspecified) | 4.3% | nt
7 | CC(C)C(=O)N(Cc1ccccc1)c1ccccn1 | -0.5% | 6.8
8 | CCOC(=O)C1(CC2CCCCO2)CCN(Cc2nc(-c3cccs3)oc2C)CC1 (stereo unspecified) | -2.5% | nt
9 | FC(F)Oc1cccc2cccnc12 | -2.4% | -0.4
10 | O=C(O)C1CC=CCC1C(=O)c1ccccc1 (stereo unspecified) | 2.8% | nt
11 | CC(C)CCNC(=O)NC(=O)CSc1nnc(-c2ccccc2F)n1N | -2.0% | -5.0
12 | CCOC(=O)Cc1cnc(NC(=O)CSc2nc(N)cc(=O)[nH]2)s1 | -3.6% | -1.6
13 | CCOC(=O)Cc1csc(NC(=O)CSc2nnc(-c3ccc(F)cc3)o2)n1 | 4.1% | 14.6
14 | COc1ccc(OCCSc2nnnn2C2CCCCC2)cc1 | -1.3% | nt
15 | CCOC(=O)C1=C(O)/C(=C\c2cccc(OC)c2)N=C1C | -1.9% | nt

In the list so far, three contain fluorine.
# | SMILES | GlmU inhibition | RmlCD inh 1536
9 | FC(F)Oc1cccc2cccnc12 | -2.4% | -0.4
11 | CC(C)CCNC(=O)NC(=O)CSc1nnc(-c2ccccc2F)n1N | -2.0% | -5.0
13 | CCOC(=O)Cc1csc(NC(=O)CSc2nnc(-c3ccc(F)cc3)o2)n1 | 4.1% | 14.6

Other structures:
# | SMILES | GlmU inhibition | RmlCD inh 1536
16 | Cc1cc(NC(=O)CCCSc2nc(-c3ccco3)cc(C(F)(F)F)n2)no1 | 1.5% | -6.9
17 | CC1(C)Cc2ccccc2-c2nnc(-c3ccco3)n21 | 7.2% | -7.5
18 | CCO[C@@H]1OC(C(=O)NC2CC2)=C[C@H](c2csc3ccccc23)[C@H]1CCCO | -3.3% | nt
19 | O=c1c2c3c(sc2nc2n1CCCCC2)CCCCC3 | -1.7% | 16.4
20 | O=C(CCCOc1ccccc1)NCCc1nc2ccccc2[nH]1 | 2.2% | -4.0
21 | CC(Oc1ccccc1)C(=O)N1CCN=C1SCc1cccc(F)c1 (stereo unspecified) | 0.7% | nt
22 | COc1ccc(/C=N\NS(=O)(=O)c2ccc(Br)cc2)cc1COc1ccccc1[N+](=O)[O-] | 3.3% | nt
23 | Cc1c(Cl)cccc1NC(=S)NCCC(C)C | 0.5% | -12.4
24 | Cc1ccc(C(=O)Nc2ccc(N3CCN(S(C)(=O)=O)CC3)cc2)cc1 | 3.3% | nt
25 | Cc1ccc(S(=O)(=O)Nc2nc3ccc(S(=O)(=O)N4CCCC4)cc3s2)cc1 | -4.4% | 17.1
26 | Cn1ncc(C#N)c1NC(=O)C1CC(c2ccc(Cl)cc2)=NO1 (stereo unspecified) | 0.8% | nt
27 | Cc1ccc(OCC(=O)Nc2cnn(CCCC(=O)O)c2)c([N+](=O)[O-])c1 | 2.2% | -8.8
28 | O=C(Cn1ccc(C(F)(F)F)n1)N/N=C/c1ccc(N2CCOCC2)cc1 | -2.8% | -0.7
29 | CC(C(=O)NC1CCCC1)N(C(=O)c1snc(C(N)=O)c1N)c1ccc2c(c1)OCCO2 (stereo unspecified) | 8.5%&-2.3% | 2.9
30 | CN(C)c1ccnc2sc(C(=O)c3ccc(Br)cc3)c(N)c12 | 3.9% | -4.2
31 | COC(=O)CCCC1=CC2=CC(=O)C(C)(OC(=O)c3cccs3)C(=O)C2=CN1c1ccccc1 (stereo unspecified) | -1.1% | nt
32 | O=C(Nc1ccccc1)c1cc([N+](=O)[O-])ccc1NCc1cccnc1 | -8.1% | 26.2
33 | CN(C)c1cccc2c(/C=N/O)ccc(N(C)C)c12 | -0.9% | -9.4
34 | CCCC(CCC)C(=O)O | -4.9% | nt
35 | CCc1nnc(NC(=O)CC(=O)Nc2ccccc2C(=O)O)s1 | 5.9% | -4.8
36 | Cc1nonc1OCCCNc1ccc([N+](=O)[O-])cc1Cl | -0.4% | -7.8
37 | CSCCC(NC(=O)c1ccccc1)C(=O)OCC(=O)N(C)CCC#N (stereo unspecified) | 0.2% | nt
38 | O=C(/C=C/c1ccco1)N(Cc1ccccc1)C1CCS(=O)(=O)C1 (stereo unspecified) | -0.3% | 6.2
39 | CCOC(=O)c1c(-c2ccccc2)oc2ccc(O)c(CN3CCOCC3)c12 | 7.2% | nt
40 | N#C/C(=N\Nc1c(Cl)cccc1Cl)C(=O)NN | 1.9% | -11.1
41 | Cc1ccc(CNc2nc(N)c([N+](=O)[O-])c(Nc3cccc(F)c3)n2)cc1 | -3.9% | -7.5
42 | CN(C)S(=O)(=O)NCc1ccc2c(c1)OCO2 | -2.5% | nt
43 | NC(=S)N/N=C/c1ccc(Br)o1 | 7.5% | -5.0
44 | O=C(O)c1ccccc1C(=O)c1ccc2c(c1)N(Cc1ccc(Cl)c(Cl)c1)C(=O)CO2 | 0.6% | 5.7
45 | CC1CC(C)CN(C(=O)CSCC(=O)Nc2nc(-c3cccs3)cs2)C1 (stereo unspecified) | 3.6% | 6.8
46 | O=C(COC(=O)C1CC(=O)N(Cc2ccccc2)C1)c1ccc(Br)cc1 (stereo unspecified) | -3.2% | 4.2
47 | O=C(c1ccc(Cl)cc1)C1CCCN(C2CCSCC2)C1 (stereo unspecified) | 0.7% | -14.7
48 | CN(C)C(=O)N1CCC(C(=O)NCc2ccccc2Cl)CC1 | 2.6% | 28.4
49 | CC(=O)c1cc2c(cc1NC(=O)CCNC(=O)c1ccccc1Cl)OCO2 | -0.5% | -4.1
50 | c1ccc(-c2nn3c(Cn4nnc5ccccc54)nnc3s2)nc1 | 6.8% | nt
51 | O=C(Nc1ccn(Cc2c(F)c(F)cc(F)c2F)n1)c1ccc(COc2ccccc2Cl)cc1 | 3.4% | 8.1
52 | O=C(N/N=C/c1ccc(O)cc1)c1ccc(COc2cc(Cl)ccc2Cl)o1 | -2.7% | nt
53 | CCCc1cnc(N2CCN(C(=O)c3c(-c4ccccc4)noc3C)CC2)nc1 | 2.2% | -12.9
54 | COc1ccc2cc(C)c3nnc(SCC(=O)Nc4cc(OC)c(OC)cc4C(=O)O)n3c2c1 | 5.3% | -9.4
55 | CCOc1cccc(C2c3c(oc4cc(C)c(C)cc4c3=O)C(=O)N2CCCN(C)C)c1 (stereo unspecified) | -2.7% | 4.4
56 | CC(=O)Nc1ccc(-c2nc(C)c(C(C)=O)n2O)cc1 | -0.7% | -4.3
57 | COC(=O)CCSc1cc(NCCOC(C)=O)c([N+](=O)[O-])c2nonc12 | -3.9% | -3.7
58 | Cc1ccc(NC(=O)c2ccn(C)n2)c(Br)c1 | 7.6% | nt
59 | CCCNC(=O)c1[nH]c(C)c(C(C)=O)c1C | -0.7% | 1.4
60 | NC(=S)N/N=C/c1ccc(/C=N/NC(N)=S)cc1 | 2.6% | nt

Single records, as listed above. Values in the order: GlmU inhibition, RmlCD inh 1536
O=C(COC(=O)C1CC(=O)N(Cc2ccccc2)C1)c1ccc(Br)cc1 (stereo unspecified) across the screens: -3.2%, 4.2
CCCc1cnc(N2CCN(C(=O)c3c(-c4ccccc4)noc3C)CC2)nc1 across the screens: 2.2%, -12.9
Cc1ccc(NC(=O)c2ccn(C)n2)c(Br)c1 across the screens: 7.6%, nt
NC(=S)N/N=C/c1ccc(/C=N/NC(N)=S)cc1 across the screens: 2.6%, nt

(continued)
# | SMILES | GlmU inhibition | RmlCD inh 1536
61 | CCOC(=O)c1c(CN2CCOCC2)n(-c2ccccc2)c2cc(Br)c(O)c(CN(C)C)c12 | 2.7% | nt
62 | CN(C)NC(=S)Nc1ccc2nc(-c3ccccn3)c(-c3ccccn3)nc2c1 | 0.9% | 2.4
63 | O=C(c1ccc(Cl)cc1)N1CCN(c2ccc([N+](=O)[O-])c(NCc3cccnc3)c2)CC1 | -3.7% | nt
64 | CC(C)NC1=C(Cl)C(=O)c2ccccc2C1=O | 13.7%* | -4.1
65 | CC(C)N1CN(c2ccccc2)C(=S)N(c2ccccc2)C1 | -1.3% | 7.6
66 | COc1ccc(C2CCCN2C(=S)Nc2cccc(Cl)c2)cc1OC (stereo unspecified) | 0.7% | 8.0
67 | CCOC(=O)CN(C(=O)CSc1nnc(COc2ccc(OC)cc2)n1CC)c1ccccc1 | -4.2% | 5.6
68 | O=C(COc1ccc(F)c(Cl)c1)c1ccc[nH]1 | nt | 20.9
69 | Cn1c(=O)c2cc(S(=O)(=O)NCCC(=O)Nc3ccc(F)cc3F)ccc2n(C)c1=O | -6.6% | 9.6
70 | COc1ccc(Cc2nnc(SCC(=O)N3CCc4ccccc4C3)o2)cc1 | -7.4% | 5.9
71 | Cc1[nH]nc2nc3c(c(OC(=O)c4ccccc4)c12)c(=O)n(C)c(=O)n3C | -5.5% | 7.6
72 | CCCC(CCC)C(=O)Nc1c[nH]c(=O)[nH]c1=O | -0.6% | 6.8
73 | O=c1c2ccccc2nc2n1C1(CCCCC1)Cc1ccccc1-2 | -4.9% | 3.8
74 | O=C(Nc1cccc(S(=O)(=O)Nc2ccccc2Cl)c1)c1ccc(Cl)nc1 | -7.3% | 8.9
75 | CC1CC(OC(=O)C(O)c2ccccc2)CC(C)(C)N1C (stereo unspecified) | 3.7% | nt
76 | O=C(CSc1nnc(-c2ccco2)o1)c1ccc(F)c(F)c1 | 0.9% | nt
77 | CCCCN1C(=O)c2ccc(C(=O)NCCN3C(=O)S/C(=C\c4cccnc4)C3=O)cc2C1=O | 2.9% | 4.1
78 | O=C(Nc1ccc(F)cc1)c1cccc(NC(=O)C2C3CC4OC(=O)C2C4C3)c1 (stereo unspecified) | 0.4% | nt
79 | CCOC(=O)N/N=C\c1ccc(-c2cccc(C(F)(F)F)c2)o1 | -1.4% | nt
80 | CC(=O)NNc1nc(-c2ccccc2)c2cc(Br)ccc2n1 | 3.5% | nt
81 | COc1ccc(C2CC(c3cccs3)=NN2c2nc(-c3ccccc3)cs2)cc1OC (stereo unspecified) | 4.4% | nt
82 | O=C1CC(C(=O)NC2CCCCC2)C(c2ccccc2)O1 (stereo unspecified) | 1.3% | -8.1
83 | Cc1ccc(CN2C(=O)c3ccccc3C2C(=O)NCc2cccnc2)cc1 (stereo unspecified) | 1.9% | nt
84 | O=C(O)COc1nsnc1N1CCOCC1 | 3.3% | nt
85 | O=C(COc1ccccc1)N1CCN(S(=O)(=O)Cc2ccccc2)CC1 | 3.9% | -8.2
86 | COc1cccc(OC)c1C(=O)N=c1sc2cc(S(C)(=O)=O)ccc2n1C | -8.1% | -3.6
87 | COc1ccc(-c2nc(Cn3c(SCc4ccc(F)cc4)nc4ccncc43)c(C)o2)cc1OC | 5.4% | nt
88 | CCC(=O)NS(=O)(=O)c1cccnc1Nc1ccc(Cl)cc1 | -4.3% | 5.4
89 | O=S(=O)(NCc1ccc2c(c1)OCO2)c1cnc[nH]1 | 1.2% | -6.5
90 | Cc1cccc(NC(=O)c2cc([N+](=O)[O-])ccc2N2CCCCC2)n1 | 8.3% | 1.0
91 | CCOC(=O)C1(Cc2cccc(F)c2)CCN(C(=O)c2cnccn2)CC1 | 7.8% | -11.3
92 | COc1ccccc1NS(=O)(=O)c1cc(NC(=S)NCC2CCCO2)ccc1C (stereo unspecified) | 1.5% | 4.4
93 | CC(C)/C(=N\NS(=O)(=O)c1ccc(Br)cc1)c1cccs1 | 0.8% | -9.5
94 | C=C(C)CSc1nnc([C@H](CCSC)NC(=O)OC(C)(C)C)o1 | 2.1% | nt
95 | CC(O)c1nc2ccccc2n1CC(=O)Nc1ccc2c(c1)OCCO2 (stereo unspecified) | -1.1% | 3.0
96 | COC(=O)c1nc2ccc(N3CCOCC3)cc2c(C)c1C(=O)OC | 0.0% | 7.0
97 | O=C(NC(=S)Nc1ccccc1N1CCCC1)c1ccccc1[N+](=O)[O-] | -6.0% | 21.2
98 | Cc1c(NS(=O)(=O)N2CCCCC2)c(=O)n(-c2ccccc2)n1C | -0.3% | 4.0
99 | O=C(O)CN1CCN(Cc2ccc(Cl)cc2)C1=O | -2.7% | nt
100 | COc1cc(NS(=O)(=O)c2ccc(Nc3nc(-c4ccccn4)cs3)cc2)nc(OC)n1 | -0.9% | 3.8
101 | Cc1cc(NCCc2ccccc2F)n2ncnc2n1 | -2.2% | -13.8
102 | CCCCN(C(=O)/C=C/c1ccco1)c1c(N)n(CCC)c(=O)[nH]c1=O | 3.3% | 3.8
103 | C=CCn1c(SCC(=C)C)nc2c1c(=O)[nH]c(=O)n2C | 2.4% | nt
104 | CCOC(=O)c1nn(-c2ccccc2C)c2nc(CC(C)C)c(C#N)c(=O)n12 | 1.3% | nt
105 | COc1ccccc1N(O)C1CC(=O)N(c2ccc(F)cc2)C1=O (stereo unspecified) | 4.0% | nt
106 | NNC(=O)C12CC3CC(C1)CC(n1ncnn1)(C3)C2 | 4.6% | -2.9
107 | Cc1ccc(-n2[nH]c(C)c(/C=N/Nc3ccc([N+](=O)[O-])cc3[N+](=O)[O-])c2=O)cc1 | 5.0% | 21.9
108 | O=S(=O)(Nc1cccc(-c2nc3cccnc3s2)c1)c1ccc2c(c1)CCCC2 | -4.2% | nt
